JMJD2A Tudor inh – inhibitors of human JMJD2A Tudor domain | O75164 | hit rate 4.4% among 390,000 | Potency, µM (top dose mostly 114 µM), without a hit: at the highest dose activity change, negative = inhibition, most hits filed as inhibitors | AlphaScreen JMJD2A-Tudor / H3K4me3 peptide binding; note: % is set by controls: 0 for no effect and ±100 for the full control effect; nearly all actives have a fitted effect of over 50% in size
Pol iota inh – blocks human DNA polymerase iota activity; Q9UNA4; Pol iota fluorescent replication assay, 10 min; Potency, µM (series often up to 115 µM), without a hit: at the highest dose activity, negative = inhibition, most hits filed as inhibitors; hit rate 1% among 390,000; AID 588590
Target sequence (Q9UNA4 whole entry, looked up): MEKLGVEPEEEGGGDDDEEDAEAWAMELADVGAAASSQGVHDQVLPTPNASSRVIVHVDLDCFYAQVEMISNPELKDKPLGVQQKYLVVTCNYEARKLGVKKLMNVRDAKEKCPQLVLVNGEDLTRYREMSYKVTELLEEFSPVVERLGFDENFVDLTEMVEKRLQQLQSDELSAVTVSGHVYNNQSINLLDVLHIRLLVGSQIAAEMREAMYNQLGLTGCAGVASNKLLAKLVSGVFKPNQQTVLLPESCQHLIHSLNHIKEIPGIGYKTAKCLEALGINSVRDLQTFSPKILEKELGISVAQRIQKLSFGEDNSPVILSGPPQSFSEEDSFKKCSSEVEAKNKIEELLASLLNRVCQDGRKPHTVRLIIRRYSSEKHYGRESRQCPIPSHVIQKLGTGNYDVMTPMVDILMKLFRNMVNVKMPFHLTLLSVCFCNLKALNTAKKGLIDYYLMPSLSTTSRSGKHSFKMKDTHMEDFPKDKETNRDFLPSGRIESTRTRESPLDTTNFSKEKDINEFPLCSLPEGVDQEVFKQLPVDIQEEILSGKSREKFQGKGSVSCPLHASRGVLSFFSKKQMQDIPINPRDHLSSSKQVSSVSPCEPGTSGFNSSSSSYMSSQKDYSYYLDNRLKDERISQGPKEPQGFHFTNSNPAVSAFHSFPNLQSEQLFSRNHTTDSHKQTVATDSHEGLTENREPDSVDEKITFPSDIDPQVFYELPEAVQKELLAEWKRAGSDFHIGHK
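Pol iota at 10 nM preincubated 15 min with compounds at room temperature; reaction started with fluorescent substrate, 50 nM final. Fluorescence read kinetically at 0 and 10 min; buffer-only wells as negative control.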
APEX1 inh – APE1 (human) endonuclease inhibition; P27695; recombinant APE1, TAMRA/BHQ-2 abasic DNA cleavage fluorescence; Potency, µM (series often up to 65.8 µM), for inactives: at the highest dose activity change, negative = inhibition, actives largely listed as inhibitors; hit rate 0.35% among 350,000; AID 2517;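 note: plate controls were vehicle for no effect and reference inhibitor for full effect; nearly all actives have a fitted effect of over 55% in size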
Target sequence (P27695 whole entry, looked up): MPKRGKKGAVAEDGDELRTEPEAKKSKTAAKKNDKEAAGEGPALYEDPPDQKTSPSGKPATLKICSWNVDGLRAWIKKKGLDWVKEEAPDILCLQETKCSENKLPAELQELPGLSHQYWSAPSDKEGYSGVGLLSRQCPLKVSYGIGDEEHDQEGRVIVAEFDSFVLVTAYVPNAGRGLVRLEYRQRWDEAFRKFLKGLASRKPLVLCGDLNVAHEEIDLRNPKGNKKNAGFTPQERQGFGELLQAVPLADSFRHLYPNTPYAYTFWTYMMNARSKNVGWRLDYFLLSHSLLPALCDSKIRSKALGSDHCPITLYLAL
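Compound pre-exposure to 0.75 nM APE1, 15 min at ambient temperature. Reaction initiated with 50 nM TAMRA/BHQ-2 THF substrate, read immediately in kinetic mode, 525 nm excitation, 598 nm emission.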
BAZ2B block – inhibitors of human BAZ2B bromodomain. Q9UIF8. hit rate 4.4% among 360,000. Potency, µM (highest dose often 114 µM), inactives show at the top dose activity change, negative = inhibition, usual class: inhibitors. AlphaScreen BAZ2B-H3K14Ac peptide displacement; note: % is set by controls: 0 for no effect and ±100 for the full control effect; nearly all actives have a fitted effect of over 60% in size
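Complex of BAZ2B and biotin-H3K14Ac (50 nM apiece) forms over 30 min at RT, then faces library compounds up to 110 uM for another 30 min; AlphaScreen beads added, 20 min dark incubation, luminescence read.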
BLM inh – inhibitors of human Bloom syndrome helicase BLM; P54132; recombinant BLM DNA unwinding, fluorescence dequenching; Potency, µM (highest dose often 56.1 µM), inactives show at the top dose activity change, negative = inhibition, most hits filed as inhibitors; hit rate 0.2% among 350,000; AID 2528;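 note: plate controls were vehicle for no effect and no enzyme for full effect; nearly all actives have a fitted effect of over 35% in size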
Pol kappa inh – blocks human DNA polymerase kappa activity | Potency, µM (titrated, usually from 107 µM), inactives show top-dose activity, negative = inhibition, actives largely listed as inhibitors | purified Pol kappa, fluorescent DNA synthesis assay, 10 min | hit rate 0.53% among 400,000 | AID 588579; note: % is set by controls: 0 for no effect and ±100 for the full control effect
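Here, compound and 10 nM enzyme are combined for 15 min at room temperature; adding 50 nM substrate (final) starts DNA synthesis, tracked by fluorescence at 0 and 10 min against buffer-only wells.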
POLB inh – DNA polymerase beta (human) inhibition; Pol beta primer extension/strand displacement, fluorescence kinetic; hit rate 1.3% among 340,000; Potency, µM (top dose mostly 114 µM), for inactives: top-dose activity change, negative = inhibition, actives largely listed as inhibitors; P06746; note: % is set by controls: 0 for no effect and ±100 for the full control effect
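Pol beta (10 nM) was preincubated with compound for 15 min at room temperature. The reaction was then started with 50 nM substrate and read immediately and after a further 10 min at room temperature.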
POLH inh – inhibitors of human DNA polymerase eta; recombinant Pol eta, fluorescent DNA replication assay; hit rate 1.2% among 390,000; Potency, µM (highest dose often 114 µM), inactives show top-dose activity change, negative = inhibition, most hits filed as inhibitors; Q9Y253; note: % is set by controls: 0 for no effect and ±100 for the full control effect
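Pol eta at 10 nM preincubated with compounds 15 min at room temperature; reaction started with fluorescent substrate (50 nM final) and read kinetically at 0 and 10 min.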
G9a block – inhibitors of human histone lysine methyltransferase G9a. Q96KQ7. G9a H3K9 monomethylation, AlphaScreen, 2 h. Potency, µM (highest dose often 102 µM), inactives show top-dose activity, negative = inhibition, hits mostly inhibitors. hit rate 8.8% among 350,000. AID 504332; note: % is set by controls: 0 for no effect and ±100 for the full control effect; nearly all actives have a fitted effect of over 75% in size
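Compounds were preincubated with 20 nM G9a for 15 min, after which biotinylated H3K9 peptide (500 nM) and SAM (20 uM) started a 2 h room-temperature reaction. Monomethylated product was quantified by antibody-based AlphaScreen chemiluminescence.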
* hit, by the source's call; ? = inconclusive; . = no result given; [ ] = dose if it differs, or a comment. Calls come from the whole dose curve; as a rule, active = well fitted curve in the direction sought with a large enough effect; inconclusive = small, poorly fitted or top-dose-only effect, or another doubt; inactive = no such curve, though single readings can be large; an effect the other way counts as inactive or inconclusive. Potency is the fitted concentration of half-maximal effect.

molecule,JMJD2A Tudor inh,Pol iota inh,APEX1 inh,BAZ2B block,BLM inh,Pol kappa inh,POLB inh,POLH inh,G9a block
CCN(CC(=O)Nc1c(F)cccc1F)C(=O)C1CCN(c2ncnc3sc(C)c(C)c23)CC1,-15%,24%,37%,6%,.,-9%,.,-12%,?
CCc1ccc(C(=O)N2CCN(S(=O)(=O)c3sc(C(=O)O)c(C)c3C(=O)O)CC2)cc1,-4%,-3%,12%,?,.,-6%,.,-12%,10%[2.33 µM]
CCC(C)n1c(/C=C/c2ccccc2)nc2ccccc21 (stereo unspecified),77%[activator],-18%,-3%,95%[activator],-6%,11%,1%,-19%,77%[activator][59 µM]
COc1ccc2c(c1)c1c(c(=O)n(-c3ccccc3C)c(=O)n1Cc1ccccc1C)n2C,-1%,20%,.,-10%,-3%,-2%,-11%,-11%,?
O=C(CN1c2cccc3cccc(c23)S1(=O)=O)Nc1cccc(S(=O)(=O)N2CCOCC2)c1,-19%,58%[activator],4%,-4%,-13%,-18%,4%,?,?
Cc1ccccc1CC1C(=O)Nc2ccc(Br)cc21 (stereo unspecified),-28%,-6%,.,?,-5%,-22%,?,.,-26%[59 µM]
CCN(C(=O)CSc1nc2ccc([N+](=O)[O-])cc2s1)c1c(N)n(Cc2ccccc2)c(=O)[nH]c1=O,-3%,17%,.,.,.,-8%,.,-19%,.
CC(C)[C@H](NC(=O)c1ccco1)C(=O)OCC(=O)NC12CC3CC(CC(C3)C1)C2,-8%,137%[activator],18%,-6%,-2%,-4%,1%,2%,-4%
N#CC1(Nc2ccc(S(N)(=O)=O)cc2)CCCC1,-3%,4%,.,.,.,-4%,.,-22%,.
CN(C(=O)c1cccc(C(=O)N(C)c2ccccc2)c1)c1ccccc1,-15%,-18%,7%,-6%,-8%,-6%,-14%,-20%,23%
COc1ccc(C(=O)NCC(=O)OCC(=O)Nc2ccc(C)c(S(=O)(=O)N(C)C)c2)cc1OC,-21%,28%,?,5%,-3%,3%,25%,-18%,10%[12.7 µM]
CN(CC(=O)NCc1ccco1)CC(=O)Nc1cc(S(C)(=O)=O)ccc1Cl,-13%,22%,47%[activator],-18%,.,12%,.,-17%,-5%[0.501 µM]
O=C(Nc1nc2ccsc2c(=O)s1)c1ccc(F)cc1Cl,?,-25%,-2%,-5%,-3%,-3%,-24%,-4%,-8%
CCn1c2ccccc2c(=O)c2ccccc21,29%,1%,8%,-17%,0%,-12%,-9%,-5%,3%
Cc1ccc2[nH]c3c(NCCN4CCOCC4)ncnc3c2c1,-15%,?,-2%,10%,-1%,-15%,-6%,?,-2%[59 µM]
CN1CCCC(n2nc(Cc3ccc(Cl)cc3)c3ccccc3c2=O)CC1 (stereo unspecified),-20%,?,1%,.,7%,7%,.,-5%,-44%[2.33 µM]
COC(=O)c1ccccc1NC(=O)N1CCc2ccc(NC(=O)c3ccccn3)cc2C1,-14%,22%,12%,-9%,-7%,-8%,36%,-2%,.
O=S(=O)(NCC(c1ccco1)N1CCOCC1)c1cc(F)ccc1F (stereo unspecified),-9%,-3%,.,-3%,-17%,-14%[60.1 µM],-24%,2%,-1%[59 µM]
Cc1ccc(C(=O)CSc2nnc(-c3ccco3)n2CC2CCCO2)cc1 (stereo unspecified),-31%,-7%,-3%,2%,0%,-6%,4%,13%,11µM*
CN1CCN(/N=C/c2nc(-c3cccc([N+](=O)[O-])c3)n3ccccc23)CC1,?,2%,?,?,-9%,-7%,-4%,-22%,?
Cn1nc(-c2ccc(OCC(=O)Nc3cccnc3)cc2)c2ccccc2c1=O,-14%[57.1 µM],-6%,3%,-15%,10%,-8%,-10%,-4%,-42%[12.7 µM]
COC(=O)c1ccc(OC(=O)c2ccccc2F)cc1,.,.,3%,21%,0%,.,19%,.,43%[59 µM]
O=C(Nc1ccc2ccccc2c1)c1ccc2[nH]c(=O)c(=O)[nH]c2c1,?,-7%,-18%,-38%,-2%,-31%,?,-7%,?
COc1ccnc(N=CNOCc2ccc(F)cc2Cl)c1C#N,-8%,-2%,-1%,10%,-6%,-6%,3%,-4%,-8%[59 µM]
O=C(CCC(=O)N1CCOCC1)NCCc1ccc(F)cc1,?,6%,55%[activator],-4%,.,-7%,.,-16%,32%[12.7 µM]
Cc1cc(C)cc(OCC(=O)Nc2ccccc2C(=O)N2CCOCC2)c1,6%,-8%,5%,-13%,-1%,3%,0%,-10%,.
CCOC(=O)C1CCN(Cc2nc3ccccc3c(=O)n2-c2ccc(OCC)cc2)CC1,-11%,-16%[58.9 µM],-3%,-6%,-7%,-10%,0%,-11%,9%[59 µM]
COc1ccc(NC(=O)Cn2nc(C(=O)O)c3ccccc3c2=O)cc1Cl,?,128%[activator],10%,2%,0%,-3%,5%,-17%,13%
O=[N+]([O-])CC(c1ccccc1)c1c[nH]c2ccccc12 (stereo unspecified),-29%,-9%,.,.,.,-16%,.,-20%,.
CC(NC(=O)OC(C)(C)C)C(=O)NC(CCC(=O)OCc1ccccc1)C(N)=O (stereo unspecified),-6%,33%[activator],19%,-5%,-2%,1%,14%,-6%,36%[59 µM]

Entries listed above shown as hits in G9a block:
molecule,JMJD2A Tudor inh,Pol iota inh,APEX1 inh,BAZ2B block,BLM inh,Pol kappa inh,POLB inh,POLH inh,G9a block
Cc1ccc(C(=O)CSc2nnc(-c3ccco3)n2CC2CCCO2)cc1 (stereo unspecified),-31%,-7%,-3%,2%,0%,-6%,4%,13%,11µM*

Some of the entries so far, field by field:
CN(C(=O)c1cccc(C(=O)N(C)c2ccccc2)c1)c1ccccc1
- JMJD2A Tudor inh: -15%
- Pol iota inh: -18%
- APEX1 inh: 7%
- BAZ2B block: -6%
- BLM inh: -8%
- Pol kappa inh: -6%
- POLB inh: -14%
- POLH inh: -20%
- G9a block: 23%
COc1ccc(C(=O)NCC(=O)OCC(=O)Nc2ccc(C)c(S(=O)(=O)N(C)C)c2)cc1OC
- JMJD2A Tudor inh: -21%
- Pol iota inh: 28%
- APEX1 inh: ?
- BAZ2B block: 5%
- BLM inh: -3%
- Pol kappa inh: 3%
- POLB inh: 25%
- POLH inh: -18%
- G9a block: 10%[12.7 µM]
CN(CC(=O)NCc1ccco1)CC(=O)Nc1cc(S(C)(=O)=O)ccc1Cl
- JMJD2A Tudor inh: -13%
- Pol iota inh: 22%
- APEX1 inh: 47%[activator]
- BAZ2B block: -18%
- BLM inh: .
- Pol kappa inh: 12%
- POLB inh: .
- POLH inh: -17%
- G9a block: -5%[0.501 µM]
O=C(Nc1nc2ccsc2c(=O)s1)c1ccc(F)cc1Cl
- JMJD2A Tudor inh: ?
- Pol iota inh: -25%
- APEX1 inh: -2%
- BAZ2B block: -5%
- BLM inh: -3%
- Pol kappa inh: -3%
- POLB inh: -24%
- POLH inh: -4%
- G9a block: -8%

Other compounds.
molecule,JMJD2A Tudor inh,Pol iota inh,APEX1 inh,BAZ2B block,BLM inh,Pol kappa inh,POLB inh,POLH inh,G9a block
CC(=O)Nc1ccc(S(=O)(=O)NCCC(=O)NNC(=O)c2ccccc2O)cc1,-11%,7%,-8%,2%,.,-15%,.,1%,-5%[12.7 µM]
COc1cccc(-c2noc(C3CCCN(C(=O)Cc4ccccc4)C3)n2)c1 (stereo unspecified),1%,-13%,2%,-4%,-3%,-4%,-11%,-8%,-10%[59 µM]
CN1CCN(C(=O)/C(=C/c2ccc([N+](=O)[O-])cc2)NC(=O)c2ccccc2)CC1,-1%,149%[activator],30%,-6%,-4%,2%,17%,-8%,21%
O=C(CN1C(=O)C(=O)N(Cc2ccccc2)C1=O)Nc1cc(Cl)cc(Cl)c1,-19%,-21%,-1%,-5%,-6%,-20%,7%,-4%,?
Cn1cccc1/C=N/NC(=O)c1ccncc1,-14%,35%[activator],3%,-22%,-4%,-3%,9%,-14%,4%
N#Cc1ccccc1OCCCN1CCC(Cc2ccccc2)CC1,4.5µM*,-9%,-1%,?,-8%,-9%,-8%,-4%,32µM*
O=C(COC(=O)C1CCCCC1)Nc1ccc(S(=O)(=O)N2CCOCC2)cc1,-9%,166%[activator],5%,-4%,-6%,-12%,-3%,-14%,7%
O=C(NCC1COc2ccccc2O1)c1ccc(NC(=O)C2CCCO2)cc1 (stereo unspecified),-15%[57.1 µM],20%,-1%,-5%,3%,-2%,1%,-13%,?
O=C1NCCN(Cc2ccc(-c3ccccc3)cc2)C1CC(=O)N1CCN(CCO)CC1 (stereo unspecified),-13%,54%[activator],2%,-20%,-2%,-7%,3%,9%,-1%
CN1C=CC(=C2C(=O)c3ccccc3C2=O)C=C1,.,.,12%,9%,1%,.,13%,.,-5%[59 µM]
Nc1c(C(=O)NCc2ccccc2)nnn1Cc1cccc(Br)c1,-18%,-3%,.,-5%,-5%,-19%,-26%,-23%,4%[59 µM]
CCN(CC)S(=O)(=O)c1cccc(-c2nnc(SC(C)C(=O)NCCC3=CCCCC3)o2)c1 (stereo unspecified),-16%,-7%,2%,6%,-9%,-22%,1%,-8%,-7%[12.7 µM]
CC1CCCN(c2ccc(C(=O)Nc3ccc4c(c3)OCO4)cc2[N+](=O)[O-])C1 (stereo unspecified),?,-7%,-5%,?,-10%,-10%,27%,-15%,22µM*
CCOc1ccc(-n2c(=O)c3c(C)c(C)sc3n(CC(=O)Nc3ccc(CC)cc3)c2=O)cc1,-10%,-24%,.,1%,-3%,1%,35%,-13%,-1%[59 µM]
COCCCNC(=O)CN(c1cccc(Cl)c1)S(C)(=O)=O,-7%,11%,-2%,16%,-3%,3%,16%,-11%,4%

An excerpt from above with just POLH inh, Pol iota inh and G9a block:
Structure | POLH inh | Pol iota inh | G9a block
CC1CCCN(c2ccc(C(=O)Nc3ccc4c(c3)OCO4)cc2[N+](=O)[O-])C1 (stereo unspecified) | -15% | -7% | 22µM*
CCOc1ccc(-n2c(=O)c3c(C)c(C)sc3n(CC(=O)Nc3ccc(CC)cc3)c2=O)cc1 | -13% | -24% | -1%[59 µM]
COCCCNC(=O)CN(c1cccc(Cl)c1)S(C)(=O)=O | -11% | 11% | 4%

Screening results as filed in PubChem BioAssay.

Some of the compounds tested, so the mix of outcomes need not match the whole.
